Source: PubChem BioAssay
KCNH2 WT inh – KCNH2 (human, wildtype) channel inhibition; hit rate 0.37% among 340,000; U2OS, BacMam KCNH2, thallium flux FluxOr; active compounds read low; activity change, % at 1.84 µM; Q12809;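 active means maximum activity change below -70%; inconclusive means maximum activity change between -70% and -50%; inactive means maximum activity change above -50%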
Target sequence (Q12809 whole entry, looked up): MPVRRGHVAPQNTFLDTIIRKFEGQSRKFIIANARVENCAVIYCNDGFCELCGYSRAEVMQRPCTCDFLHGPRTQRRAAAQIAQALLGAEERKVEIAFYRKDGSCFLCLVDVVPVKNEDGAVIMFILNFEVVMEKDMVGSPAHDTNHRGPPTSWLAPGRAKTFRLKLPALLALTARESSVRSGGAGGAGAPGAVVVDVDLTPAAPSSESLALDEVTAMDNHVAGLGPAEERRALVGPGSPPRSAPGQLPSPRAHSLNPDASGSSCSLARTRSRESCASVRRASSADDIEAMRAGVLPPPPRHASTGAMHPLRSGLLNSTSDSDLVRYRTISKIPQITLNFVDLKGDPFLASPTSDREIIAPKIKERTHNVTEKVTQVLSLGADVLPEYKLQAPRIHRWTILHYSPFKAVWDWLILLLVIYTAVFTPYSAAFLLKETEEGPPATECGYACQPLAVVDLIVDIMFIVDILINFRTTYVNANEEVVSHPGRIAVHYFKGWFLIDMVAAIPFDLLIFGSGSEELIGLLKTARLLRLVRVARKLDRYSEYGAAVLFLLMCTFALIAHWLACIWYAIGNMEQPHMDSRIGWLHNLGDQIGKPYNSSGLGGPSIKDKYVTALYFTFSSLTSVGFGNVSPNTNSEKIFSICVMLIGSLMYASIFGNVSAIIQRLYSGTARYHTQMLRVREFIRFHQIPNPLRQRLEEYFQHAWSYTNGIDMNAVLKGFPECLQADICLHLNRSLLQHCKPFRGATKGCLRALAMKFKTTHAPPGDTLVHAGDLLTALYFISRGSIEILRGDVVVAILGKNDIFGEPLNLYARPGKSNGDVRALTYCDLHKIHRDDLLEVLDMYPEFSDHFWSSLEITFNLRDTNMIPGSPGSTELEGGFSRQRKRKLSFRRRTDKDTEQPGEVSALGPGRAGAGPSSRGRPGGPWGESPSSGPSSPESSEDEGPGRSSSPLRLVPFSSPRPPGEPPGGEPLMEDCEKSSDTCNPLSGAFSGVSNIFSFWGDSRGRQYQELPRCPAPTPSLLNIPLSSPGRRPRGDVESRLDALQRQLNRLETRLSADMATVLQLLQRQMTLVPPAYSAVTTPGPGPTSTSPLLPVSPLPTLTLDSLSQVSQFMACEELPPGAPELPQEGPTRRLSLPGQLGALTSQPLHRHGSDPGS
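U2OS cells transduced with wild-type KCNH2 virus are loaded with FluxOr dye for 45 min, and thallium flux is measured in kinetic reads before and after stimulation buffer. Rate constants are normalized to DMSO controls.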
* = called active by the depositor; ? = inconclusive. On the % scale 0 is the no-effect control and ±100 the full control effect.

SMILES	KCNH2 WT inh
O=C1NC(Cc2ccc(O)cc2)c2nc3ccc(Br)cc3c(=O)n2-c2cc3ccccc3cc21 (stereo not given)	-9
CC(C)OC(=O)N(C)C[C@H]1OCc2cnnn2CCCC(=O)N([C@H](C)CO)C[C@H]1C	12
CC(=Nc1ccccc1)C1=C(O)C(Cc2cccc(F)c2)NC1=O (stereo not given)	3
COC(=O)c1cccc(NC(=O)CCN2C(=O)NC(C)(C)C2=O)c1	10
CCc1ccc(CNC(=O)C2CCN(S(=O)(=O)N3CCCCC3)CC2)cc1	-4
CC(C)CC1C(=O)N(Cc2cn(CCC3OCCO3)nn2)CCS(=O)(=O)N1Cc1ccc(-c2ccc(F)cc2)cc1 (stereo not given)	-43
O=C(Nc1ccc(C(=O)O)cc1)/C(=C\c1ccc2c(c1)OCO2)NC(=O)c1ccccc1Cl	2
CC(=O)c1c(O)c(C)c(O)c2c1OC1=Cc3c(c(C)nn3-c3ccccc3)C(=O)C12C (stereo not given)	32
O=C(NCc1cccs1)c1ccc(Cl)c(S(=O)(=O)N2CCOCC2)c1	4
CCCCCCC1CC(=CN(C)C)C(=O)O1 (stereo not given)	3
COc1cccc(CN(C)C(=O)c2cccc(S(=O)(=O)N3CCN(c4ccccc4)CC3)c2)c1	20
Cc1c(NC(=O)c2cc3ccccc3o2)cccc1-n1cnnn1	8
COc1ccccc1S(=O)(=O)N(C)C[C@@H]1OCc2cnnn2CCCC(=O)N([C@@H](C)CO)C[C@H]1C	-2
O=C(COc1ccc2ccc(=O)oc2c1)NCCN1CCOCC1	1
O=C(c1ccccc1F)N1CCCC(N2CCN(Cc3ccc4c(c3)OCO4)CC2)C1 (stereo not given)	11
CCOCCCn1c(SCC(=O)NC2CCCCC2)nc2ccccc2c1=O	-3
Cc1ccc(-c2nc3ccc(Br)cn3c2CC(C)(C)C)cc1	0
Cc1ccc(OCC(=O)Nc2ccc(S(=O)(=O)NC3=NCCCCC3)cc2)cc1	-5
COC(=O)CC1C(=O)NCCN1C(=O)c1oc2c(C)c(C)ccc2c1C (stereo not given)	12
COc1ccc(-c2ccc(CN3C(C)C(=O)N(Cc4cn(CCC5OCCO5)nn4)CCS3(=O)=O)cc2)cn1 (stereo not given)	-11

Rewritten with bars between the fields: entries from further up.
smiles | KCNH2 WT inh
COc1cccc(CN(C)C(=O)c2cccc(S(=O)(=O)N3CCN(c4ccccc4)CC3)c2)c1 | 20
Cc1ccc(-c2nc3ccc(Br)cn3c2CC(C)(C)C)cc1 | 0
COc1ccc(-c2ccc(CN3C(C)C(=O)N(Cc4cn(CCC5OCCO5)nn4)CCS3(=O)=O)cc2)cn1 (stereo not given) | -11

Ordered by molecular weight (highest first): three of the compounds above.
SMILES	KCNH2 WT inh
COC(=O)CC1C(=O)NCCN1C(=O)c1oc2c(C)c(C)ccc2c1C (stereo not given)	12
Cc1ccc(-c2nc3ccc(Br)cn3c2CC(C)(C)C)cc1	0
Cc1c(NC(=O)c2cc3ccccc3o2)cccc1-n1cnnn1	8

The list goes on:
SMILES	KCNH2 WT inh
O=c1[nH]c2cc([N+](=O)[O-])ccc2c2cc(Br)ccc12	-1
NC1=CC(=O)C(=O)c2cccnc21	-14
COc1cccc(CNC(=O)COC(=O)c2ccc(N3CCCC3=O)cc2)c1	-7
COc1cc(NC(=O)C2CCN(S(=O)(=O)c3cccs3)CC2)c(C(=O)O)cc1OC	-11
CN(CC(=O)NCC1CCCO1)S(=O)(=O)c1ccc2ccccc2c1 (stereo not given)	-2
O=C(COC(=O)/C=C/c1cccc(Br)c1)Nc1ccc(Cl)cn1	-1
CCN(CC)C(=O)c1[nH]cnc1C(=O)Nc1ccccc1F	-6
O=C(c1cccs1)N1C[C@@H](n2cc(C3CC3)nn2)[C@H](O)C[C@@H]1c1ccccc1	5
C=Cn1cc(CNC[C@H]2O[C@@H](n3ccc(N)nc3=O)[C@H](O)[C@@H]2O)c(C)n1	6
C[C@@H]1CN([C@H](C)CO)C(=O)CCCn2nncc2CO[C@H]1CN(C)Cc1cccc(C(F)(F)F)c1	2
O=C(CSc1ccccc1F)NC(=O)NC1CCCC1	17
COc1cccc(S(=O)(=O)N(C)C[C@@H]2OCc3cnnn3CCCC(=O)N([C@@H](C)CO)C[C@@H]2C)c1	-1
CCCCCCn1c(=O)n2n(c1=O)[C@@H]1CN(S(=O)(=O)c3ccc(C)cc3)C[C@]1(O)[C@@H](OC(=O)NC1CC1)C2	0
Cc1cccc(CC(=O)NCCS(=O)(=O)N2CCN(c3ccccc3)CC2)c1	15
COc1ccc(NC2CCCN(C(=O)COc3ccc(C(C)=O)cc3)C2)cc1 (stereo not given)	5
COc1ccccc1NC(=O)N(C)C[C@@H]1OCc2cn(nn2)CCCC(=O)N([C@H](C)CO)C[C@H]1C	-48
Cc1ccccc1CC(=O)N1CCC(CCC(=O)NC2CC2)CC1	-9
COc1ccc([C@H]2C[C@H](O)[C@@H](n3cc(-c4ccc(F)cc4)nn3)CN2Cc2cccs2)cc1	3
C[C@H](CO)N1C[C@H](C)[C@@H](CN(C)C(=O)Nc2cccc(Oc3ccccn3)c2)OCc2cnnn2CCCC1=O	-20
C[C@H](CO)N1C[C@H](C)[C@H](CN(C)S(=O)(=O)c2cccs2)OCc2cnnn2CCCC1=O	-8
C[C@H](CO)NC(=O)c1[nH]cnc1C(=O)Nc1ccc(CNC(=O)OC(C)(C)C)cc1	-2
CC12CCC3c4ccccc4CCC3(CO1)C2 (stereo not given)	-18
COc1ccc(NC(=O)Nc2ccc3c(c2)C(=O)N([C@H](C)CO)C[C@H](C)[C@@H](CN(C)Cc2ccc(Cl)c(Cl)c2)OCCCC[C@@H](C)O3)cc1	-7
CC(C)NC(=O)N(C)C[C@@H]1Oc2cc(C#Cc3ccccn3)ccc2S(=O)(=O)N([C@@H](C)CO)C[C@H]1C	2
Nc1nnnn1/N=C/c1ccccc1Cl	-17
CN(CCc1ccccc1)C(=O)CC1C(=O)NCCN1Cc1ccccn1 (stereo not given)	-2
CCS(=O)(=O)c1nc(S(=O)(=O)c2ccc(C)cc2)c(N2CCCCCC2)s1	4
O=C(O)Cc1ccc2c(c1)Cc1cccnc1O2	-5
CCCCN1C(=O)C(CC(=O)NC2CCCCC2)CC(C(=O)N(C(C)C)C(C)C)=C1C (stereo not given)	-31
CCOc1ccccc1OCCCC(=O)N1CCN(S(=O)(=O)c2ccccc2C#N)CC1	-1

Among those listed so far, these contain an NH in an aromatic ring:
SMILES	KCNH2 WT inh
O=c1[nH]c2cc([N+](=O)[O-])ccc2c2cc(Br)ccc12	-1
CCN(CC)C(=O)c1[nH]cnc1C(=O)Nc1ccccc1F	-6
C[C@H](CO)NC(=O)c1[nH]cnc1C(=O)Nc1ccc(CNC(=O)OC(C)(C)C)cc1	-2

(next part)
SMILES	KCNH2 WT inh
COC(=O)[C@H]1C[C@H](OC(=O)NCc2ccco2)[C@@]2(O)CN(S(=O)(=O)c3ccc(C)cc3)CC2[C@H]1C(=O)OC (stereo not given in full)	0
CN(Cc1ccccc1)C(=O)CCC1CCN(C(=O)c2ccco2)CC1	-10
CC(=O)Nc1cccc(/C(C)=N/NC(=O)c2cccc(S(=O)(=O)N3CCCC3)c2)c1	3
O=C(c1cc(Cl)cc(Cl)c1)N1CCC2CC1c1cc(N3CCCCC3)ccc12 (stereo not given)	-9
CCOC(=O)c1c(C)[nH]c(C(=O)OC(C)C(=O)NC2(C#N)CCCCC2)c1C (stereo not given)	5
COC(=O)C1=C(C)NC(=O)NC1c1ccc(OC)c(OC)c1 (stereo not given)	8
CCCCCCN1C[C@@H](n2cc(-c3ccc(F)cc3)nn2)[C@H](O)C[C@@H]1c1ccc(OC)cc1	-6
Cc1cccc(-c2n[nH]nc2C2=CC(=O)CC(C)(C)C2)c1	-10
CC(=O)CSc1nc2nccnc2[nH]1	-6
COc1ccc(S(=O)(=O)N(C)C[C@H]2Oc3ncc(C#CC4(O)CCCC4)cc3C(=O)N([C@@H](C)CO)C[C@@H]2C)cc1	-5
COc1ccccc1C(=O)NNC(=O)c1ccc2ccccc2c1O	-2
Cc1ccc([C@H]2C[C@H](n3cc(C4CC4)nn3)[C@@H](O)CN2CC2CCCCC2)cc1	-5
Cc1ccc(S(=O)(=O)N(C)C[C@H]2Oc3cc(C#Cc4ccccc4)ccc3S(=O)(=O)N([C@H](C)CO)C[C@@H]2C)cc1	11
COc1ccc(CN(C)C(=O)c2ccc(OCC(=O)Nc3cccc(C(F)(F)F)c3)c(OC)c2)cc1	7
C[C@@H]1CCCCO[C@@H](CN(C)Cc2ccccc2)[C@@H](C)CN([C@H](C)CO)C(=O)c2cc(NC(=O)Nc3cccc4ccccc34)ccc2O1	-5
CN1C(=O)[C@H]2[C@@H](c3ccccc3)N[C@]3(CCCN(Cc4ccc(F)cc4)C3=O)[C@H]2C1=O	5
O=C(O)c1ccc(NC(=O)C2CCN(S(=O)(=O)c3ccc4c(c3)OCCO4)CC2)cc1	4
CC(C)=C(c1ccc(Cl)cc1)c1c(N)ncnc1N	3
COc1ccc(N2CCN(C(=O)CSc3nnc(C4CC4)n3C3CC3)CC2)cc1	-2
CCOC(=O)C(=Cc1ccccc1)C(=O)c1ccccc1	-6
Nc1c(C(=O)Nc2ccc(Br)cc2)sc2nc(N3CCOCC3)c3c(c12)CCCC3	-7
CC1=C(C(=O)N(C(C)C)C(C)C)CC(CC(=O)NCc2cccs2)C(=O)N1Cc1ccccc1 (stereo not given)	-9
O=C(N=C1SC2CS(=O)(=O)CC2N1Cc1ccccc1)c1ccccc1 (stereo not given)	5
COc1ccccc1C(=O)NNC(=O)CN(C)S(=O)(=O)c1ccc(Cl)cc1	-4
O=C(C[C@H]1C[C@@H]2c3cc(NC(=O)Nc4ccccc4F)ccc3O[C@@H]2[C@H](CO)O1)NCc1ccccn1	14
C[C@@H]1CCCCO[C@@H](CN(C)S(=O)(=O)c2ccccc2)[C@@H](C)CN([C@H](C)CO)C(=O)c2cc(N(C)C)ccc2O1	1
COc1ccc(NC(=O)C[C@H]2C(=O)N(Cc3cccnc3)C[C@@H]2Cc2ccccc2)cc1	-5
C[C@@H]1CN([C@H](C)CO)C(=O)c2c(c3ccccc3n2C)-c2ccccc2CO[C@@H]1CN(C)S(=O)(=O)c1cccs1	-3
COc1ccc(-c2cc3nc(C)cc(N4CCN(C(=O)c5ccco5)CC4)n3n2)cc1	-11
C[C@H]1CN([C@@H](C)CO)C(=O)CCCn2nncc2CO[C@H]1CN(C)S(=O)(=O)c1cccc(F)c1	1
Cc1cc(C)c2cc(C#N)c(N3CCNCC3)nc2c1	32
COc1ccc(C2CC(c3cccc([N+](=O)[O-])c3)=NN2/C(C)=C/C(C)=O)cc1 (stereo not given)	-2
COc1ccc(NC(=O)C[C@H]2C(=O)N(CCc3ccccc3)C[C@@H]2Cc2ccccc2)cc1	-5
COc1cccc(C#Cc2ccc3c(c2)O[C@H](CN(C)S(=O)(=O)c2ccccc2F)[C@H](C)CN([C@H](C)CO)S3(=O)=O)c1	-6
Cc1ccc(S(=O)(=O)N2C[C@H]3n4c(=O)ccc(=O)n4C[C@H](OC(=O)NCc4ccccc4F)[C@@]3(O)C2)cc1	3
CC(=O)c1ccc(NC(=O)CN2CCC(NC(=O)c3ccccc3C)CC2)cc1	-10
CC1(C)CN(C2CCCCC2)C(=O)[C@H]1CC(=O)Nc1ccccc1	3
COc1ccc(S(=O)(=O)Nc2ccc3c(c2)C(=O)N([C@H](C)CO)C[C@H](C)[C@@H](CN(C)C(=O)Nc2ccc(F)cc2)OCCCC[C@H](C)O3)cc1	0
CCOc1ccccc1NC(=O)C1CCCN(S(=O)(=O)c2ccc3c(c2)CCCN3C(C)=O)C1 (stereo not given)	-2
COc1ccc([C@H]2C[C@H](O)[C@@H](n3cc(-c4ccc(F)cc4)nn3)CN2CC2CCCCC2)cc1	10
CC(OC(=O)[C@@H](NS(=O)(=O)c1ccccc1)C(C)C)C(=O)c1c(N)n(C)c(=O)n(C)c1=O (stereo not given in full)	?
COc1ccc(S(=O)(=O)N(C)C[C@H]2Oc3cc(Br)ccc3S(=O)(=O)N([C@H](C)CO)C[C@H]2C)cc1	-6
Cc1[nH]c2ccccc2c1C(=O)C(=O)NCc1nnnn1-c1cccc(F)c1	10
COc1ccc([C@H]2C[C@H](n3cc(-c4ccc(F)cc4)nn3)[C@@H](O)CN2CC2CCCCC2)cc1	-5
O=C(Cc1c[nH]c2ccccc12)N1CCN(S(=O)(=O)c2ccc(F)cc2)CC1	3
O=c1c2ccccc2nnn1-c1ccccc1[N+](=O)[O-]	-10
NC(=O)CN1C(=O)C2C3CCC(C3)C2C1=O (stereo not given)	8
C[C@@H]1CN([C@@H](C)CO)C(=O)CCCn2nncc2CO[C@@H]1CN(C)S(=O)(=O)c1cccc(F)c1	-4
CCOC(=O)c1ccc(NC(=O)c2nc[nH]c2C(=O)N[C@@H](C)CO)cc1	3
CCCCN1C[C@H](c2ccc(Br)cc2)[C@@H](CC(=O)Nc2ccc(Br)cc2)C1=O	10

Not all compounds are listed, so the mix of outcomes need not match the whole.
